# PLK1 PBD inh: PLK1 (human) polo-box domain binding inhibition; Plk1 PBD binding of FITC phosphopeptide, fluorescence polarization; Potency, µM, inactives show max response, negative = inhibition, usual class: inhibitors; actives 2.8% (n = 360,000); P53350; AID 720504; also: potency is read from the fitted curve at half-maximal effect; series mostly up to about 57 µM; % is scaled to controls: 0 for no effect and ±100 for the full control effect; nearly all actives have a fitted effect of over 65% in size
# PI5P4K alpha inh: inhibitors of human PI5P4K alpha | P48426 | PI5P4Kalpha enzyme, ADP-Glo luminescence, 60 min; hits give low values | max response, % | actives 1.2% (n = 330,000); active = max response of -50% or lower; inconclusive = between -30% and -50%; inactive = -30% or higher; also: value at the top dose of about 77 µM; % is scaled to controls: 0 for no effect and ±100 for the full control effect
#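 Quantitative HTS of the MLSMR library against PI5P4Kalpha with substrate. ATP added last at 5 microM final; room temperature, 60 minutes. Remaining ATP depleted, ADP converted and read as luminescence.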
# GLP1R ag: GLP-1 receptor (human) agonism. P43220. HEK293 GLP-1R CRE-luciferase, luminescence, 4-6 h; cells express a hypersensitive GLP-1R form. Potency, µM (highest dose often 45.6 µM), inactives show at the highest dose activation, hits mostly activators. actives 0.007% (n = 380,000); also: potency is read from the fitted curve at half-maximal effect; % of control where 0% means no effect
# Target sequence (P43220 whole entry, looked up): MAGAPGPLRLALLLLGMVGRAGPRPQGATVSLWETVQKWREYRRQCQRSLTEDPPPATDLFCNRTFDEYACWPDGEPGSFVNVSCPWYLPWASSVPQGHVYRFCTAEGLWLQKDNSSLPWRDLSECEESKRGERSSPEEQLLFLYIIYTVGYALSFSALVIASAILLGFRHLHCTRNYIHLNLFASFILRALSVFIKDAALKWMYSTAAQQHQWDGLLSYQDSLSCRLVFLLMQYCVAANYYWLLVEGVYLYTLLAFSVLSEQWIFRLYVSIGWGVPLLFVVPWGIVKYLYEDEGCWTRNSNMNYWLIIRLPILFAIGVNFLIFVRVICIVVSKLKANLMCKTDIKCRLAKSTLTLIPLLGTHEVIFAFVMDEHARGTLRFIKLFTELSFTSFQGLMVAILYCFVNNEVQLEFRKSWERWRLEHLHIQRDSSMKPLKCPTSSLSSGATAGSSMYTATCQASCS
# EPAC1 agonist: activates human EPAC1 exchange factor; O95398; EPAC1 agonist qHTS, biochemical assay; response scale: 100% = response to 6.5 mM cAMP; Potency, µM (doses to about 154 µM), for the others: top-dose activation, usual class: activators; actives 0.073% (n = 360,000); AID 720707; also: potency is read from the fitted curve at half-maximal effect; nearly all actives have a fitted effect of over 60% in size
#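 Read-out is the fluorescence drop as BODIPY-GDP leaves Rap1B (480 nm excitation, 540 nm emission), recorded every 5 minutes over 30 minutes. Reactions held 100 nM EPAC1, 250 nM Rap1B–BODIPY-GDP and 50 uM GDP, with 6.5 mM cAMP setting full activation.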
# HEK293 tox: cytotoxic in the GLP-1 receptor inverse agonist counter-screen | HEK293 cAMP-luciferase reporter cells, luminescence, 24 h | Potency, µM (doses to about 38.3 µM), for inactives: at the top dose activity change, negative = inhibition, usual class: inhibitors | actives 0.13% (n = 410,000);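 also: loss of luciferase light is scored as toxicity; potency is read from the fitted curve at half-maximal effect; % is scaled to controls: 0 for no effect and ±100 for the full control effect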
#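 Step one: seed cells (200 cells/uL, DMEM with 10% Nu serum, 1% pen-strep). Step two: 12-hour incubation at 37 deg C. Step three: pin 23 nL compound, incubate 24 hr. Step four: add luciferase reagent, read luminescence 12 min later.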
# PTHR1 agonist: agonists of human PTHR1 parathyroid hormone receptor. Potency, µM (doses to about 115 µM), for inactives: at the top dose activation, usual class: activators. HEK293 GP2 PTHR1 cells, GloSensor cAMP luminescence, 1 h. actives 0.075% (n = 410,000). AID 743266. Q03431; also: potency is read from the fitted curve at half-maximal effect; nearly all actives have a fitted effect of over 55% in size; some results filed as inactive show a strong effect at the top dose; inactives centre near -15; many of its hits are not listed in these tables
# Target sequence (Q03431 whole entry, looked up): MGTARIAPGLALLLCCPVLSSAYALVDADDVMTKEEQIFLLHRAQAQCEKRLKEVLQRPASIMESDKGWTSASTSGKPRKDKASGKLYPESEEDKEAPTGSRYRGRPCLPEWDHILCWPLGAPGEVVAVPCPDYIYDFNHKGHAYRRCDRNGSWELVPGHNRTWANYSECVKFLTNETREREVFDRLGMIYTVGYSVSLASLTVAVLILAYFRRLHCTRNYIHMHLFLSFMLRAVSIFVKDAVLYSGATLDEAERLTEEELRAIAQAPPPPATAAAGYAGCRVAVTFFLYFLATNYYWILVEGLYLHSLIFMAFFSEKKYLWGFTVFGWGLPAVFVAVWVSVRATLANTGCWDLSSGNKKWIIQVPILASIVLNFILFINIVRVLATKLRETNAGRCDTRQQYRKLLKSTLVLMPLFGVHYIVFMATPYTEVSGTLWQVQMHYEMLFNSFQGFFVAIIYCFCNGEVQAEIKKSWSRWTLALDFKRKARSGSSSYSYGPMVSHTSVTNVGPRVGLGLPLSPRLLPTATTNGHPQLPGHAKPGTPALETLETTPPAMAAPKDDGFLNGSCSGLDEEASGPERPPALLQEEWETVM
#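 HEK-293-derived GP2 cells expressing PTHR1 and a GloSensor cAMP reporter, 3,000/well, plated overnight, given luciferin plus IBMX (each 0.5 mM as added) for 1 h at 37 °C, then compound for 1 h at 37 °C. Luminescence was read after 15 min at room temperature.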
# IL-2 act: activators of IL-2 | IL-2 activation reporter assay, cell-based qHTS; stimulated with anti-CD3/CD4/CD28 beads; in transgenic mouse T cells | activation, % (series mostly up to about 46 µM) | actives 0.065% (n = 360,000); in the data active = activation above about 50%; inconclusive = mostly about 30% to 49%; also: 0% is about no effect
#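 Readout: EGFP and DsRed signals by fluorescent plate cytometry. Unstimulated transgenic mouse T cells received compound 60 min before antibody-bead stimulation, then incubated 18 h at 37 degrees C.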
# GLP1R inv ag: acts as inverse agonist at human GLP-1 receptor | HEK293 GLP-1R CRE-luciferase, luminescence, 24 h; GLP-1R form is constitutively active | Potency, µM (titrated, usually from 38.3 µM), for the others: at the highest dose activity change, negative = inhibition, actives largely listed as inhibitors | actives 1.6% (n = 410,000); also: potency is read from the fitted curve at half-maximal effect; % is scaled to controls: 0 for no effect and ±100 for the full control effect; nearly all actives have a fitted effect of over 55% in size
#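 qHTS in 1536-well format: reporter HEK293 cells expressing constitutive GLP-1R activity in DMEM + 10% Nu serum, 24 hr with compounds at 37 deg C, luminescence read after 12 min with detection reagent.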
# EPAC1 antagonist: blocks human EPAC1 exchange factor | AID 720709 | O95398 | EPAC1 GEF assay, Rap1b-BODIPY-GDP exchange fluorescence | actives 0.14% (n = 360,000) | Potency, µM (titrated, usually from 115 µM), without a hit: at the highest dose activity change, negative = inhibition, actives largely listed as inhibitors;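 also: potency is read from the fitted curve at half-maximal effect; plate controls were vehicle for no effect and positive control for full effect; nearly all actives have a fitted effect of over 50% in size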
# The depositor's hits bear a star; i = inactive; ? = inconclusive; . = not tested or not shown; & = joins results of further samples; [ ] = dose if it differs, or a comment. Unless noted, calls follow the shape of the dose curve; as a rule, active = well fitted curve in the direction sought with a large enough effect; inconclusive = small, poorly fitted or top-dose-only effect, or another doubt; inactive = no such curve, though single readings can be large; an effect the other way counts as inactive or inconclusive.
Structure	HEK293 tox	PLK1 PBD inh	EPAC1 agonist	GLP1R ag	PI5P4K alpha inh	PTHR1 agonist	EPAC1 antagonist	IL-2 act	GLP1R inv ag
CCCCCCNC(=O)N1C/C=C\C(c2ccc(OC)cc2)N(Cc2ccc(F)cc2)C(=O)C1 (stereo not drawn)	-12%	7%	-14%	9%	0	-44%[inhibitor]	-3%	-0.3	?
CCN1CCN(CC(=O)Nc2cc(F)ccc2C)CC1	0%	1%	1%	-1%	3	i	-1%	-0.2	-20%
COc1ccc(N(CC(=O)Nc2ccc(OC)c(Cl)c2)S(=O)(=O)c2c(C)noc2C)cc1	3%	-1%	-3%	8%	4	-31%[inhibitor]	3%	-2.8	1%
O=C(Nc1ncc(Cc2ccccc2Cl)s1)C1CCCO1 (stereo not drawn)	5%	-8%	10%	4%	.	-20%[57.5 µM]	1%	-1.6	-5%
Cc1ccc(N2CCN(C3=NC(=O)/C(=C\c4cccs4)S3)CC2)cc1	3%	-3%	2%	3%	3	i	-13%	-3.7	0%
O=C(CSC(=S)N1CCOCC1)N1N=CCC1c1ccccc1 (stereo not drawn)	-1%	-8%	2%	3%	.	i	36%[activator]	-1.7	20%
O=C1N/C(=N\N=C\c2cccs2)SC1Cc1cccc(Cl)c1Cl (stereo not drawn)	-24%	-2%	-5%	-7%	1	i	-3%	0.3	-28%
O=C(CSc1nnc(C2CC2)n1C1CC1)N1CCN(c2ccc(O)cc2)CC1	2%	-2%	-1%	-4%	3	-25%	-6%	4.2	?
Cn1c2ccccc2c(=O)c2c(=O)n(C3CCCCC3)c(-c3cccs3)nc21	3%	-10%	0%	-4%	.	-8%[57.5 µM]	7%	-2.0	0%
Cc1cccc(NC(=O)C(C)N2C(=O)c3ccccc3S2(=O)=O)n1 (stereo not drawn)	8%	2%	-1%	-20%	2	i	-2%	-0.2	0%
O=C(c1cccc([N+](=O)[O-])c1)N1CCN(c2ncccn2)CC1	5%	-4%	-3%	0%	-4	i	17%	0.4	11%
CCN1CCN(c2ccc(NC(=O)c3cc(OC)c(OC)c(OC)c3)cc2)CC1	-2%	7%	-12%	-3%	10	-43%[inhibitor]	20%	0.3	0%
Cc1cccc(C)c1NC(=O)c1ccc2sc([C@@H]3O[C@H](CO)[C@H](O)[C@H](O)[C@H]3O)nc2c1	3%	-12%	-16%	3%	-5	-21%	1%	0.2	8%
CC1CN(CCS(=O)(=O)c2cc(Cl)ccc2Cl)CC(C)O1 (stereo not drawn)	?	2%	-1%	4%	-1	i	-3%	-3.1	?
O=C(COC(=O)/C=C/c1cccc(F)c1)Nc1ccccc1-c1ccccc1	-2%	7%	2%	0%	-2	i	-18%	-3.4	14%
CC(C)CN(CC(C)C)CC(O)CN(c1ccccc1)S(=O)(=O)c1ccccc1[N+](=O)[O-] (stereo not drawn)	-7%	-12%	-22%	4%	5	i	?	-5.5	?
Cc1c(N=C/C=C2/N(C)c3ccccc3C2(C)C)c(=O)n(-c2ccccc2)n1C	?	6%&9%	-7%&-2%	?	-6&5	-40%[inhibitor]	-3%&-1%	-4.7&0.7	?
O=c1c(-c2ccco2)nc2ccccc2n1C(c1ccccn1)c1nc2ccccc2[nH]1 (stereo not drawn)	-12%	?	-3%	.	-17	-21%	-5%	-0.8	-24%
COc1ccccc1N1CCN(C(=O)C2CCCN(S(=O)(=O)c3ccc(C)cc3)C2)CC1 (stereo not drawn)	-1%	?	12%	1%	-4	-47%	2%	-0.4	?
CC(C)C[C@H](NC(=O)[C@@H]1O[C@H]1C(=O)O)C(=O)NCCCCN=C(N)N	?	-19%	-13%	-3%	25	1%	-3%	-0.2	11%
CC1CN(C(=O)CCC(=O)NCc2ccccc2Cl)c2ccccc2S1 (stereo not drawn)	-20%	?	1%	3%	2	-20%	-19%	-1.3	?
COc1ccc(CCNC(=O)c2cc3c(=O)oc4ccc(C)cc4c3s2)cc1OC	3%	.	.	1%	.	-24%	.	.	-13%
CCOc1cc(C(=O)OCC(=O)Nc2cccc(S(=O)(=O)NC3=NCCCCC3)c2)cc(OCC)c1OCC	-1%	-2%	7%	-8%	-5	-11%	-17%	-3.1	-28%
Cc1cccc(N2CCN(C(=O)/C=C/c3ccco3)CC2)c1C	-8%	?	16%	-2%	-24	i	3%	0.6	0%
C=C(C)[C@@H]1CC=C(CN2CCC(CCOC)(C(=O)OCC)CC2)CC1	0%	4%	-7%	15%	1	-16%	18%	-0.8	-20%
O=C(Nc1nc(-c2cccc3ccccc23)cs1)c1ccc2c(c1)S(=O)(=O)c1ccccc1C2=O	-1%	2%	9%	2%	-18	i	-28%	1.1	23%
CN(C(=O)COc1ccc(Cl)cc1Cl)c1nnc(C23CC4CC(CC(C4)C2)C3)s1	-5%	-9%	2%	-3%	5	i	9%	-0.7	-3%
CC1CN(C(=O)CCC(=O)NCCCc2ccccc2)c2ccccc2O1 (stereo not drawn)	-1%	-2%	-6%	-2%	-6	-7%	-14%	-0.6	?
O=C(Nc1ccc(N2CCOCC2)nc1)c1ccc(Cl)cc1	-3%	-5%	0%	3%	-5	-36%[inhibitor]	2%	-0.2	0%
CCOc1ccc(NC(=O)C2C(c3ccccc3)C2(Cl)Cl)cc1 (stereo not drawn)	-19%	3%	5%	17%	-2	-46%[inhibitor]	-20%	-1.8	?
Nc1ccc(S(=O)(=O)Nc2nccs2)cc1	1%	-14%	-28%	-6%&5%	1	-2%	12%	-1.9	7%
C=CCOc1c(Cl)cc(CNc2nccs2)cc1OC	1%[0.307 µM]	-6%	2%	0%	1	-22%	16%	4.7	2%[0.307 µM]

# Some of the entries so far, field by field:
CC1CN(C(=O)CCC(=O)NCCCc2ccccc2)c2ccccc2O1 (stereo not drawn)
  HEK293 tox: -1%; PLK1 PBD inh: -2%; EPAC1 agonist: -6%; GLP1R ag: -2%; PI5P4K alpha inh: -6; PTHR1 agonist: -7%; EPAC1 antagonist: -14%; IL-2 act: -0.6; GLP1R inv ag: ?
O=C(Nc1ccc(N2CCOCC2)nc1)c1ccc(Cl)cc1
  HEK293 tox: -3%; PLK1 PBD inh: -5%; EPAC1 agonist: 0%; GLP1R ag: 3%; PI5P4K alpha inh: -5; PTHR1 agonist: -36%[inhibitor]; EPAC1 antagonist: 2%; IL-2 act: -0.2; GLP1R inv ag: 0%

# Remaining list, next part
Structure	HEK293 tox	PLK1 PBD inh	EPAC1 agonist	GLP1R ag	PI5P4K alpha inh	PTHR1 agonist	EPAC1 antagonist	IL-2 act	GLP1R inv ag
CCN(Cc1ccncc1)C(=O)C1CCC(=O)N(Cc2ccc(Cl)cc2)C1 (stereo not drawn)	1%	-1%	-9%	-2%	5	i	-1%	1.0	17%
Cc1ccc(S(=O)(=O)CC(=O)N2CC(C)OC(C)C2)cc1 (stereo not drawn)	-10%	0%	0%	2%	2	7%	-6%	3.1	6%
CC(C)(C)OC(=O)N1CCC[C@H]1C(=O)N/N=C/c1cccc2nccnc12	-4%	-9%	9%	11%	-1	-12%	-3%	-0.7	19%
CCOc1ccc(C(C)=O)cc1Cn1c(=O)oc2ccccc21	-4%	-4%	8%	12%	9	-15%	6%	-1.4	-16%
CCN(CC)CCCNc1ccc2ncn3c4ccc(O)cc4c(=O)c1c23	5%	11µM*	21%	-27%	-24	i	9%	124*	-21%
CC1(C)CC(=O)C(C=NCC(O)c2ccccc2)=C(O)C1 (stereo not drawn)	3%	-4%	-2%	-12%	.	-10%[57.5 µM]	21%	-2.0	3%
O=C(OCCCc1cc2ccccc2c(=O)o1)c1ccc(C(F)(F)F)cc1	-29%	1%	-11%	13%	11	-18%	-30%	0.4	16%
CC(C)(C)OC(=O)N1CCN(CCNC(=O)c2ccccc2)CC1	0%	6%	-2%	9%	5	i	-7%	-0.5	11%
Cc1ccc(-n2c(Cc3ccccc3)nnc2SCC(=O)NNC(=O)Cc2ccccc2)cc1	-5%	-4%	3%	-2%	.	-13%[57.5 µM]	-3%	-4.2	1%
O=C(O)CC(SCC(=O)Nc1ccc(S(=O)(=O)N2CCCC2)cc1)C(=O)O (stereo not drawn)	2%	?	2%	-4%	-1	i	-4%	-0.8	9%
CN(C(=O)COC(=O)CCC(=O)c1ccc(Cl)cc1)c1c(N)n(Cc2ccccc2)c(=O)[nH]c1=O	13%	-6%	4%	4%	-1	9%	-19%	-2.4	-2%
O=C(CN1C(=O)C2CCCCC2C1=O)N1CCN(c2ccc(F)cc2)CC1 (stereo not drawn)	3%	-2%	5%	6%	0	i	-25%	0.0	-20%
O=C(CSc1nnc(Cc2ccccc2)o1)NCCc1ccccc1	5%	-7%	6%	4%	.	i	-12%	-2.2	-21%
CC(C)c1ccc(N2CC(C(=O)Nc3nccs3)CC2=O)cc1 (stereo not drawn)	7%	-13%	-7%	1%	.	i	1%	-2.2	0%
Cn1c(SCC(=O)NCc2cccs2)nnc1-c1cccs1	-11%	-6%	0%	14%	2	i	1%	0.0	12%
Cc1ccc(S(=O)(=O)Cc2ccc(C(=O)N3CCN(c4cccc(Cl)c4)CC3)o2)cc1	?	.	.	-3%	.	-29%	.	.	?
COc1cccc(NC(=O)CN(C)C(C)C(=O)N2CCCC2)c1 (stereo not drawn)	0%	-3%	-10%	-3%	2	-11%	-4%	11	11%
O=C(COC(=O)c1ccccc1Br)Nc1cc(S(=O)(=O)N2CCOCC2)ccc1N1CCCC1	-4%	-22%	15%	11%	-10	i	-4%	-0.3	16%
CCOC(=O)C1(CC2CCCCO2)CCN(C(=O)Nc2ccc3c(c2)OCO3)CC1 (stereo not drawn)	-3%	-9%	-3%	10%	3	i	8%	-1.5	-24%
Cc1ccc(S(=O)(=O)N(CC(O)CN2C(=O)NC(C)(C)C2=O)c2cccc([N+](=O)[O-])c2)cc1 (stereo not drawn)	19%	-20%	5%	7%	5	-5%	20%	2.4	-13%
CCOC(=O)c1c(NC(=O)COC(=O)c2nc(Cl)ccc2Cl)sc2c1CCC2	-2%	-1%	-9%	0%	0	i	-21%	0.1	-3%

# Source: PubChem BioAssay (National Center for Advancing Translational Sciences (NCATS))

# Some of the compounds tested (hit frequency here may not be typical).
